From PubChem
PLCg1 inh: blocks human PLC-gamma1 enzyme activity; hit rate 0.84% among 370,000; purified PLC-gamma1, fluorogenic substrate, fluorescence; P19174; inhibition, % at 12.2 µM; in the data active = inhibition above about 9.5%
MBD2 inh: MBD2-methylated oligo binding inhibition; inhibition, % at 4.4 µM; TR-FRET, MBD2 binding to methylated oligonucleotide; Q9UBB5; hit rate 0.31% among 370,000; in the data active = inhibition above about 13%
Target sequence (Q9UBB5 whole entry, looked up): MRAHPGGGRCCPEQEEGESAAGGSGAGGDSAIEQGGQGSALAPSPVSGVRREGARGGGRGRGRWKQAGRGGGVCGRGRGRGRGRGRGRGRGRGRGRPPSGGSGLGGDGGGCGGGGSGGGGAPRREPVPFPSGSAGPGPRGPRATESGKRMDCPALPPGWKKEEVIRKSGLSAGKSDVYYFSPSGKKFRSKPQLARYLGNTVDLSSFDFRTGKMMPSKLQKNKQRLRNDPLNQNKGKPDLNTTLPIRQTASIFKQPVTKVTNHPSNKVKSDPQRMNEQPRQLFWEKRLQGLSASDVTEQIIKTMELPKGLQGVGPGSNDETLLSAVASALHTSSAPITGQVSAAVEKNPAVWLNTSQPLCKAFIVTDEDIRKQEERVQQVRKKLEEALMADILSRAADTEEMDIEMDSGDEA
DAX1 inh-1: NR0B1 (DAX1) inhibition; hit rate 0.99% among 340,000; inhibition, % at 6.75 µM; HEK293 Gal4-DAX1 luciferase reporter, luminescence; P51843; AID 504766;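 active = inhibition above the mean over all tested compounds plus 3 SD, cut at about 4.2% in these data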;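 also: 0% = DAX1-transfected cells with DMSO and 100% = empty-vector control cells with DMSO; inhibition shows as a rise in luminescence from relieved DAX1 repression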
ssDAF-12 act: activates DAF-12 receptor from parasite S. stercoralis. activation, % at 6.8 µM. AID 652126. hit rate 1% among 370,000. HEK293 ssDAF-12/GRIP1 lit1-tk-luc reporter, luminescence; % of 3 µM dafachronic acid response;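 active = activation above the mean over all tested compounds plus 3 SD, cut at about 0.9% in these data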;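 also: 0% = DMSO-only wells and 100% = 3 µM delta7-dafachronic acid wells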
PLC-beta3 inh: blocks human PLC-beta3 enzyme activity; Q01970; Purified PLC-beta3, fluorogenic substrate, fluorescence; inhibition, % at 12.2 µM; hit rate 0.18% among 370,000; in the data active = inhibition above about 11%;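 also: 0% = median of compound wells on plate and 100% = full blocker control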
SMARCA2 activ: activators of SMARCA2 function. AID 652017. activation, % at 9.1 µM. hit rate 1% among 370,000. MG213 cells, MMTV-luciferase reporter, dexamethasone, overnight; in the data active = activation above about 7.8%;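 also: 0% = vehicle wells and 100% = reference activator wells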
ADAM17 inh: ADAM17 inhibition, QFRET primary screen; recombinant ADAM17, EDANS/DABCYL FRET peptide cleavage; hit rate 0.83% among 370,000; inhibition, % at 6.95 µM;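 active = inhibition above the mean of compounds lying between control limits plus 3 SD, set per campaign, cut at about 8.5% in these data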;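 also: 0% = DMSO-only wells as the low control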
Target sequence (P78536 215-824 limits assumed): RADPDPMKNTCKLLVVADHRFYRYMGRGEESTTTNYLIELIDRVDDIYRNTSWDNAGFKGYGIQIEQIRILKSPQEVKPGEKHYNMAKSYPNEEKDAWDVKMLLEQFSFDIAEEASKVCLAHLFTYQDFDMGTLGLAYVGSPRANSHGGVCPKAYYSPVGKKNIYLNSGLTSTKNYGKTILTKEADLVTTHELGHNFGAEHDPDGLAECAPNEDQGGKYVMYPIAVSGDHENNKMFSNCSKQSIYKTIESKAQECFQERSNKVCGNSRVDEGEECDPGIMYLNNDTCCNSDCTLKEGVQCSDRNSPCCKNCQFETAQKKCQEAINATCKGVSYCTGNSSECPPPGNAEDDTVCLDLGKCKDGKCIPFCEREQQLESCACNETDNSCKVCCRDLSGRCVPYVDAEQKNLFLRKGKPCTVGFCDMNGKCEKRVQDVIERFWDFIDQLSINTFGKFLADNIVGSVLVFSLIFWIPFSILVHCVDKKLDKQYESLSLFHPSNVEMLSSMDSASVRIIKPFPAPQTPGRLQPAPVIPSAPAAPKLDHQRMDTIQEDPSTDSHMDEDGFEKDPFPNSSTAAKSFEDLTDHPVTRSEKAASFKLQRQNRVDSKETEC
NR1D1 modulator: modulates human Rev-erb alpha binding to DNA. activity, % at 10 µM. AID 1259318. P20393. hit rate 0.79% among 370,000. Rev-erbα–FITC-DNA binding, fluorescence polarization, 90 min;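 active = activity above about 14%, limit read from the data; passing the limit was not always enough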;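 also: 0% = DMSO wells with 35 nM protein and 100% = DMSO wells with 750 nM protein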
hcDAF-12 act: H. contortus DAF-12 activation, primary screen | HEK293 hcDAF-12 lit1-tk-luc reporter, luminescence; 0% DMSO, 100% Δ7-dafachronic acid | activation, % at 6.8 µM | hit rate 1.4% among 370,000 | AID 652067;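 active = activation above the mean of all tested compounds plus 3 SD, cut at about 5.5% in these data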;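 also: 100% = response to 3 µM Δ7-dafachronic acid high control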
DAX1 inh-2: inhibitors of DAX1 repression of SF-1 activated StAR promoter; HEK293T StAR-luciferase reporter, SF-1/DAX-1 repression relief; inhibition, % at 6.8 µM; hit rate 1.1% among 370,000; AID 652010;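 active = inhibition above the mean over all tested compounds plus 3 SD, cut at about 3.6% in these data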;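 also: 0% = DAX-1 cells with DMSO and 100% = cells lacking DAX-1 with DMSO; higher inhibition means more luminescence from relief of DAX-1 repression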
hgDAF12 agonist: hgDAF-12 agonism, primary luciferase screen | hit rate 1.8% among 370,000 | HEK293 GAL4-hgDAF12 UAS-luciferase reporter, agonist luminescence; normalized to butyrate control | activation, % at 6.8 µM | AID 687014;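 active = activation above a cutoff set at the mean of all screened compounds plus 3 SD, cut at about 10% in these data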;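 also: 0% = DMSO wells and 100% = sodium butyrate wells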
Active calls of the source: *; / = no result given.

SMILES	PLCg1 inh	MBD2 inh	DAX1 inh-1	ssDAF-12 act	PLC-beta3 inh	SMARCA2 activ	ADAM17 inh	NR1D1 modulator	hcDAF-12 act	DAX1 inh-2	hgDAF12 agonist
O=C(N/N=C/c1cccn1-c1ccccc1)c1ccncc1	-8	-8	1.7	-1.8	-19	-2	0	7	-2.7	-0.1	-0.7
O=C(NCCc1csc(-c2cccnc2)n1)c1ccccc1Br	-2	1	0.1	-1.4	-12	-2	-6	3	-1.1	0.3	3.9
COc1cc(/C=C/C(=O)NCC2CCCCC2)cc(OC)c1OC	-11	-3	0.3	-1.6	-21	-2	-13	0	-0.8	-0.4	2.6
O=C(CN1CCN(c2ccccc2F)CC1)N1CCc2ccccc21	1	-5	0.8	-1.1	-5	1	-1	-5	-0.2	0.0	1.8
O=C(O)CCCn1cc(NC(=O)COc2ccccc2[N+](=O)[O-])cn1	2	-6	/	-0.6	1	0	0	-3	3.3	0.1	-1.4
O=C1C2CCCN2C(c2ccccc2)N1c1ccc(Cl)cc1 (stereo not drawn)	-2	-1	-1.9	-1.5	0	0	0	2	-1.3	-0.7	-7.4
CCOc1ccccc1NC(=O)CCS(=O)(=O)c1cccc2nsnc12	3	-3	0.3	0.3	-5	-3	-1	1	0.1	-0.1	-1.4
O=C(CCN1CCOCC1)NNC(=S)NC(=O)c1ccc(Br)cc1	-1	-8	3.9	-1.1	2	1	4	-9	1.0	1.3	0.0
O=C(O)c1cc(-c2cccc3ccccc23)nc2ccccc12	-108	-2	0.0	-0.6	-178	-3	-29	-1	4.6	-0.1	-0.2
CNc1ccc(/C=C\CCCO)cn1	-203	1	/	-0.6	-277	3	-340	-7	2.3	1.9	5.3
CC(C)Oc1ccc(C(=O)NC2CCCCC2)cc1	3	0	1.6	0.2	1	7	-2	-3	5.0	1.6	6.5
O=C(OCC(=O)N(Cc1ccccc1)C1CCS(=O)(=O)C1)c1cc2c(s1)CCCC2 (stereo not drawn)	1	2	0.4	-1.6	2	-3	1	6	-2.4	-0.3	-1.0
CC(=O)/C(N=Nc1cc2c(c([N+](=O)[O-])c1C)C(C)(C)CC2(C)C)=C(\C)O	-1	-4	/	-0.6	-3	-2	2	-6	-0.8	0.8	-1.8
O=C1Nc2cccnc2Sc2ccccc21	4	1	-0.8	-1.3	-1	0	-2	0	-0.8	0.5	-0.1
CC(C)Cc1ccc(CN2CCCC(NC(=O)c3ccoc3)C2)cc1 (stereo not drawn)	9	8	-0.8	-1.1	-4	-2	-8	3	-2.9	-4.6	-3.5
Cn1c(N)c(C(=O)COC(=O)c2ccc(Cl)c(S(=O)(=O)N3CCCC3)c2)c(=O)n(C)c1=O	3	-6	-2.5	-1.5	-3	-3	-2	-1	-0.3	-0.3	1.9
CCN(CC)C(=O)Cn1cc(C(=O)C(=O)N2CCN(c3ccc([N+](=O)[O-])cc3)CC2)c2ccccc21	2	0	0.1	-0.4	-4	-2	5	7	-1.6	-1.5	-5.1
CCOC(=O)C1=C(C)NC(=O)NC1/C(C)=C/c1ccccc1 (stereo not drawn)	0	3	2.1	-1.7	1	-1	-3	-4	-1.6	0.3	-2.2
CSc1cccc(NC(=S)N(CCCN2CCC(C)CC2)Cc2cccs2)c1	0	4	-0.8	-1.6	-9	-1	-1	-4	-0.5	0.5	-0.2
C=CCN(CC=C)Cc1cc(=O)n2c(-c3ccccc3)csc2n1	-15	0	-0.7	-0.8	-24	-1	-7	-4	1.4	-0.2	-1.6
COc1cc(OC)nc(NC(=O)COC(=O)C2CCCCC2)n1	0	1	0.3	-1.2	-2	-2	-2	1	-0.8	-0.3	-1.9
O=c1[nH]cnc(O)c1C1C=CC=CC=C1	-3	4	0.1	-0.8	-1	-3	-4	10	1.8	-0.6	-2.2
O=C(CN1C(=O)COc2ccccc21)NC1CCCC1	4	1	1.5	-0.5	-6	-3	3	-2	-1.1	0.5	-0.9
COc1cc(NC(=O)CN2CCN(CC(=O)Nc3ccccc3OC)CC2)cc(OC)c1	1	5	-1.6	-1.5	-1	-4	-3	-3	-2.2	-0.8	-2.8
Cc1nc2nc[nH]n2c(=O)c1NC(=O)c1c(-c2ccccc2Cl)noc1C	0	3	-0.5	-0.6	1	0	-3	2	2.6	0.2	-1.8
Cc1ccc(C(=O)OCC(=O)Nc2ccccc2C(F)(F)F)cc1S(=O)(=O)N1CCCCC1	9.8*	0	-0.5	-1.4	-4	-2	1	4	-1.7	-1.5	-2.6
O=C(Cn1cc(-c2nnnn2-c2ccc(Cl)cc2)c(=O)c2ccccc21)c1ccccc1	1	3	0.6	-0.8	2	-3	-3	8	-1.0	-0.6	0.0
N#Cc1cc([N+](=O)[O-])ccc1NC(=O)COC(=O)c1cnccn1	6	-3	-0.5	-0.6	3	0	4	-3	0.4	-0.4	1.2
COc1ccc(C)cc1Nc1n[n+](-c2ccccc2)c(-c2cccc(Cl)c2Cl)s1	4	-3	2.1	-0.7	4	-1	5	-4	2.2	-0.3	0.1
CC(C)N1CCC1(C)C(=O)Nc1cc(-c2ccccc2)nn1C (stereo not drawn)	-1	0	/	-0.9	4	1	-1	-11	0.1	-0.3	3.6
COc1ccc(-n2cc(C(=O)c3cc(Cl)ccc3O)cc(C#N)c2=O)cc1	-64	2	-0.6	0.4	-70	-8	0	4	-0.3	-0.3	0.2
CCCn1nnnc1NC(=O)COc1ccc(CC)cc1	0	1	-0.4	-0.9	-2	-2	-4	-1	2.4	0.8	-0.9
C/C(=N/Nc1ccnc2cc(Cl)ccc12)c1ccc(N)cc1	-19	-5	0.3	-1.2	-25	3	-2	-1	0.6	0.1	-1.2
COc1ccc(S(=O)(=O)N2CCCN(CC(=O)Nc3cc(NC(C)=O)ccc3OC)CC2)cc1	0	1	0.1	-1.1	-5	1	-2	0	-0.3	-0.9	-3.2
O=C(NCCc1ccc(Cl)cc1)C12CC3CC(CC(O)(C3)C1)C2	-2	0	-0.5	-0.9	-7	0	-4	-4	-0.9	1.0	0.1
COc1ccc(-c2oc3c(c2C#CC(C)(C)O)C(OC)CCC3)cc1 (stereo not drawn)	-160	-6	/	-1.4	-219	1	-266	-5	-1.7	-1.2	-0.6
C[C@H](CO)N1C[C@H](C)[C@H](CN(C)S(=O)(=O)c2ccc(C#N)cc2)OCc2cnnn2CCCC1=O	3	1	-0.6	-0.9	4	-1	1	2	1.0	0.1	-0.5
O=C(Nc1cccc(Cl)c1)C1CCCN(C2=NS(=O)(=O)c3ccccc32)C1 (stereo not drawn)	0	-5	0.2	-1.3	1	1	2	7	-1.5	-1.9	-1.7
CC(C)c1nc(N2CCCC2)c(C#N)c2c1CCCC2	-3	-6	1.1	-0.8	-5	3	0	10	1.3	-0.3	-0.8
CCN(CC)c1ccc(NC(=O)CN2CCN(CC(=O)Nc3ccc(OC)cc3)CC2)cc1	2	-4	1.2	-0.8	-4	0	-1	-3	-3.0	-0.1	5.8
O=C(NCc1ccccn1)c1cc2ccccn2n1	-2	1	0.6	-1.3	1	1	-1	-2	0.5	1.7	3.7
COCc1nnc(NC(=O)C2CC(=O)N(C3CCCCC3)C2)s1 (stereo not drawn)	2	-4	0.4	-1.4	0	0	4	-2	-1.4	1.5	0.0
CC(C)(C)NC(=O)C(c1ccccc1)n1c(=O)c(-c2ccco2)nc2ccccc21 (stereo not drawn)	-55	-2	/	-0.8	-87	-2	-26	7	0.0	1.9	0.3
COc1ccc(-c2nn(-c3ccccc3)cc2CNCCN2CCOC2=O)c(F)c1	-105	-3	-0.1	-1.4	-123	1	-45	-5	0.8	-0.3	0.5
CN(c1ccc(OCC(=O)Nc2ccccc2C(=O)O)cc1)S(=O)(=O)c1ccc(Cl)cc1	-1	-2	-2.1	-1.2	-6	-5	-3	4	-0.7	-0.3	-4.3

Another view of three compounds above.
Values run as follows: PLCg1 inh	MBD2 inh	DAX1 inh-1	ssDAF-12 act	PLC-beta3 inh	SMARCA2 activ	ADAM17 inh	NR1D1 modulator	hcDAF-12 act	DAX1 inh-2	hgDAF12 agonist
> O=C(Cn1cc(-c2nnnn2-c2ccc(Cl)cc2)c(=O)c2ccccc21)c1ccccc1
 : 1	3	0.6	-0.8	2	-3	-3	8	-1.0	-0.6	0.0
> N#Cc1cc([N+](=O)[O-])ccc1NC(=O)COC(=O)c1cnccn1
 : 6	-3	-0.5	-0.6	3	0	4	-3	0.4	-0.4	1.2
> COc1ccc(C)cc1Nc1n[n+](-c2ccccc2)c(-c2cccc(Cl)c2Cl)s1
 : 4	-3	2.1	-0.7	4	-1	5	-4	2.2	-0.3	0.1

(continued)
SMILES	PLCg1 inh	MBD2 inh	DAX1 inh-1	ssDAF-12 act	PLC-beta3 inh	SMARCA2 activ	ADAM17 inh	NR1D1 modulator	hcDAF-12 act	DAX1 inh-2	hgDAF12 agonist
COc1ccc(NC(=O)C2CCN(c3cnccn3)CC2)cc1Cl	-32	1	-0.3	-1.0	-56	-1	-13	-9	-2.6	-0.5	0.3
NC(=O)CC(O)c1cccc(Cl)c1 (stereo not drawn)	1	-6	0.4	-1.1	3	1	1	-3	0.6	-0.2	1.4
CCCNC(=O)NC(=O)COC(=O)c1ccc(S(=O)(=O)N(C)c2ccccc2OC)cc1	6	3	0.0	-1.3	1	-3	1	4	0.2	0.1	0.3
CCN(CC)C(=O)Cn1cc(/C=C(\C#N)C(=O)N2CCN(c3ccccc3)CC2)c2ccccc21	-8	6	0.9	-1.0	-12	-3	-2	-6	-1.6	0.3	3.7
CCOC(=O)c1c(S(=O)(=O)Nc2ccccc2OCC)c(C)n(C)c1C	0	2	-0.1	-1.0	-2	0	0	-3	-0.4	0.1	1.7
CN(CC(=O)Nc1cccc(F)c1)C(=O)C1CCN(S(=O)(=O)c2ccc3c(c2)OCCO3)CC1	1	4	-0.6	-0.7	-7	-3	-2	-1	-3.2	-0.3	-1.0
CC(=O)c1c(C)nc(Nc2nc3ccccc3s2)nc1C	2	-2	/	1.6*	-4	5	-1	11	11*	0.6	8.7
COc1ccc(NC(=O)C(NS(=O)(=O)c2cccs2)C(C)C)cc1Cl (stereo not drawn)	1	2	0.6	-0.7	-6	-1	0	0	-0.3	0.0	0.3
C/C(N)=C(/C#N)C(=O)COC(=O)CNS(=O)(=O)c1ccc2ccccc2c1	-1	-1	-1.6	-0.2	-8	-2	0	-5	-1.2	0.1	-0.1
CCOc1ccccc1N1CCN(C(=S)NCc2ccco2)CC1	1	2	-0.3	-1.5	2	8.1*	0	-8	-1.1	0.1	-2.2
CCOC(=O)C1=C(C)NC(c2cccs2)C(=O)N1 (stereo not drawn)	-2	5	2.6	-1.0	4	-4	-6	2	1.2	-0.5	-1.5
Cc1cc(C)cc(NC(=S)NCCN2CCOCC2)c1	1	-5	0.9	-0.8	2	-3	-2	4	4.5	-0.1	0.2
COc1ccc(S(=O)(=O)Nc2ccc(Cl)cn2)cc1	-2	-1	3.5	-0.6	-13	-4	-3	7	-3.0	-0.6	-3.7
CC(=O)c1cccc(NC(=O)C(NC(C)C)c2ccccc2)c1 (stereo not drawn)	0	1	3.3	-1.7	-5	-4	-1	5	-1.6	1.0	-2.8
CC1=NN(C(=O)Cc2ccccc2)C(O)(c2cccnc2)C1 (stereo not drawn)	-7	-3	-0.3	-1.6	-9	0	-1	6	-1.0	-0.6	-1.5
N#Cc1ccc(OCC(O)CN2CCN(CC(O)COc3ccc(C#N)cc3)CC2)cc1 (stereo not drawn)	-1	-2	0.9	-1.4	-1	-2	0	-6	1.3	-0.1	0.4
